RGS7-Gao reg: regulators of human RGS7-Galphao interaction; Multiplexed bead flow cytometry, RGS7-Galphao binding; actives lie on both sides; binding response (% of control), % at 10 µM; 0.35% of 220,000 active; AID 1439; in the data active = binding response below about 49% or above about 150%; inconclusive = no clear call, values can overlap the other calls; inactive = in between;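 note: fluorescent Galphao held in activated GDP-AlF4 state binding bead-coupled RGS7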
ABCG2 block: inhibitors of human ABCG2 transporter, ABCB1 counter-screen; Q9UNQ0; IgMXP3 cells, JC-1 efflux, flow cytometry; inhibition, % at 6.6 µM; 0.1% of 190,000 active; AID 1325;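 active = inhibition above 80%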;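 note: 0% = DMSO and 100% = nicardipine control wells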
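Test system: IgMXP3 (ABCG2) plus far-red-tagged CCRF-Adr (ABCB1) cells / Amount: 3 million cells/mL in well / Reagent: JC-1 transporter substrate / Timing: 10 min compound exposure, 25 °C / Signal: flow cytometry, 530 nm JC-1 signal / Read-out: percent efflux inhibition, scaled nicardipine 100% to DMSO 0% / Benchmarks: nicardipine as high control, DMSO as low control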
GSH bead fluor: compound fluoresces at 488/530 nm on GSH beads; GSH beads flow cytometry, compound fluorescence 488/530 nm; hits give high values; 0.25% of 190,000 active; fluorescence (KMESF) at 10 µM; in the data active = fluorescence above about 89;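 note: glutathione beads carrying GST-tagged Bcl family fusion proteins plus one bare bead set; values are compound well signal with DMSO vehicle wells as background; inactives centre near 16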
Bim-Bcl-B: inhibitors of Bim-Bcl-B interaction, human | Q9HD36 | bead-based flow cytometry, Bim peptide-Bcl-B binding | inhibition, % at 10 µM | AID 951 | 0.073% of 190,000 active;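 note: 0% = tracer peptide without compound and 100% = reference inhibitor peptide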
RGS4-Gao reg: modulates binding of RGS4 to human Galphao; P09471; Multiplexed bead flow cytometry; actives lie on both sides; binding response (% of control), % at 10 µM; 0.33% of 220,000 active; AID 1415; in the data active = binding response below about 49% or above about 150%; inactive = in between;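 note: fluorescent Galphao activated with aluminum fluoride binding bead-coupled RGS4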
ABCB1 inh: human ABCB1 inhibition, ABCG2 as counter-screen; P08183; 0.067% of 190,000 active; CCRF-Adr cells, JC-1 efflux, flow cytometry; inhibition, % at 6.6 µM; AID 1326; in the data active = inhibition above about 40%;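 note: 0% = vehicle and 100% = reference inhibitor; higher value means more JC-1 retained so stronger ABCB1 efflux block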
Target sequence (P08183 whole entry, looked up): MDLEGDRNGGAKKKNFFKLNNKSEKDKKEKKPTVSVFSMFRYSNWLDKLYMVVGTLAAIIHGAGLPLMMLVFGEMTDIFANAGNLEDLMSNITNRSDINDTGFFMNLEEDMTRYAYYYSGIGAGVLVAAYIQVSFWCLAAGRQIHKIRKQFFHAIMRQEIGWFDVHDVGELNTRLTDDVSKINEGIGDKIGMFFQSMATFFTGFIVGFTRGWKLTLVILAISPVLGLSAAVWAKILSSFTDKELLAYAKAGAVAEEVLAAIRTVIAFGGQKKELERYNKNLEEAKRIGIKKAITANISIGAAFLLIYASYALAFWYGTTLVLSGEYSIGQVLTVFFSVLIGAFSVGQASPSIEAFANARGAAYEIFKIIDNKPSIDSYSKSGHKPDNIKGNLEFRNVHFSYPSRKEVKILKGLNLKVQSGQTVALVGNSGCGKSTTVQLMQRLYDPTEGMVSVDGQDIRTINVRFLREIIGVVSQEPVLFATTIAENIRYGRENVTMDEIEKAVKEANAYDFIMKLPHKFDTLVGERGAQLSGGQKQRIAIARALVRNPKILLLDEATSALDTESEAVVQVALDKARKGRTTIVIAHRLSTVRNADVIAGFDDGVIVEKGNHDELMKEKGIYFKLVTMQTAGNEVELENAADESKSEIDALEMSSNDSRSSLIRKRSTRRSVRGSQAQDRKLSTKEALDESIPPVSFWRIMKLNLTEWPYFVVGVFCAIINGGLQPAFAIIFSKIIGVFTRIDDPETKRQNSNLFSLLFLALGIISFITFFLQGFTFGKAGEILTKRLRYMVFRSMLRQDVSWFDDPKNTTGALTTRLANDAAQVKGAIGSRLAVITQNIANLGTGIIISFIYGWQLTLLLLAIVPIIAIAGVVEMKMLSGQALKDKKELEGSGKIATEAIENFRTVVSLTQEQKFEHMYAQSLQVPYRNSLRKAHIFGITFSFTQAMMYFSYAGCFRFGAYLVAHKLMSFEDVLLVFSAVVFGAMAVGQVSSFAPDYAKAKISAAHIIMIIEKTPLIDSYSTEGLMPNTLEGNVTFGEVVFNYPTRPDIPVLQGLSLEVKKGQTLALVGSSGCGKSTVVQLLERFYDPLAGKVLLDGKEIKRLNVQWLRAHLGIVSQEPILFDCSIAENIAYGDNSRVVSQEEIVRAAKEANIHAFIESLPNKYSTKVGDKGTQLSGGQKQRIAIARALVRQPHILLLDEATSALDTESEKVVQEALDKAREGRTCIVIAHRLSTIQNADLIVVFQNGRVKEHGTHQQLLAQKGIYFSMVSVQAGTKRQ
Bfl-1 Bim block: inhibitors of Bim-Bfl-1 interaction, human; inhibition, % at 10 µM; Bead-based flow cytometry, Bim-Bfl-1 binding inhibition; 0.12% of 190,000 active;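 note: 0% = wells without compound plus tracer and 100% = blocker peptide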
Bcl-XL Bim block: human Bim-Bcl-XL interaction inhibition; Q07817; Bim peptide-Bcl-XL binding, bead flow cytometry, fluorescence; inhibition, % at 10 µM; 0.04% of 190,000 active; AID 1007
Bim-Bcl-W: disrupts Bim peptide binding to human Bcl-W. Q92843. bead-based flow cytometry. inhibition, % at 10 µM. 0.02% of 190,000 active. AID 952;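 note: 0% = bound tracer without compound and 100% = peptide blocker; higher means less fluorescent Bim peptide bound to Bcl-W beads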
Avidin fluor: compound fluoresces at 488/530 nm on avidin beads | compound fluorescence 488/530 nm, flow cytometry; hits give high values | fluorescence (KMESF) at 10 µM | 0.38% of 220,000 active | AID 1775; in the data active = fluorescence above about 47; note: inactives centre near 10
Bcl-2 Bim block: inhibitors of Bim-Bcl-2 interaction, human; P10415; Bead-based flow cytometry, Bim peptide-Bcl-2 binding; inhibition, % at 10 µM; 0.06% of 190,000 active; in the data active = inhibition above about 40%; inconclusive = no clear call, values can overlap the other calls;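 note: 0% = no compound wells with probe peptide and 100% = reference peptide inhibitor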
* marks the source's active call; other numbers are inactive results; ? = inconclusive. Cut-off read from the data, not from the text of the source, unless noted: active = inhibition above about 40%.

SMILES | RGS7-Gao reg | ABCG2 block | GSH bead fluor | Bim-Bcl-B | RGS4-Gao reg | ABCB1 inh | Bfl-1 Bim block | Bcl-XL Bim block | Bim-Bcl-W | Avidin fluor | Bcl-2 Bim block
CCOC(=O)c1ccc(NC(=O)C2CCCN(S(=O)(=O)c3cnc[nH]3)C2)cc1 (stereo unspecified) | 100 | -3 | 22 | -6 | 102 | -2.4 | -13 | -8 | 0 | 9 | -6
C=CCn1c(O)c(N=Nc2ccccc2C)c2ccccc21 | 115 | 0 | 12 | -9 | 122 | 0.1 | -1 | -5 | -1 | 12 | 0
CS(=O)(=O)N1CCC(C(=O)N2CCN(Cc3ccccc3)CC2)CC1 | 106 | 12 | 24 | -2 | 102 | 1.4 | -1 | 0 | 1 | 9 | -6
CCCc1cc(=O)[nH]c(SCC(N)=O)n1 | 105 | 2 | 34 | -1 | 102 | 0.0 | 0 | 0 | 3 | 10 | -1
Cc1ccsc1C1C=C(c2cccc(Br)c2)Nc2ncnn21 (stereo unspecified) | 107 | 2 | 12 | -2 | 102 | 0.2 | 7 | -1 | -1 | 35 | -4
O=C1c2ccccc2C(=O)N1CCC1=CCCCC1 | 106 | 1 | 10 | -2 | 102 | 0.0 | -1 | -1 | 0 | 24 | 0
COc1ccc(OC)c2c(N3CC(C)OC(C)C3)cc(C(F)(F)F)nc12 (stereo unspecified) | 97 | 4 | 9 | 0 | 100 | 0.4 | -4 | -2 | -2 | 21 | 2
CC(C(=O)N1c2ccc(F)cc2CCC1C)N1C(=O)c2ccccc2C1=O (stereo unspecified) | 97 | 3 | 17 | -2 | 95 | 1.0 | -1 | -1 | 0 | 48* | -1
CC12CCCc3c(O)cc(=O)n(c31)-c1ccccc12 (stereo unspecified) | 98 | -1 | 9 | 0 | 99 | -0.3 | 0 | -2 | 0 | 16 | -1
O=C(NCCCN1CCOCC1)c1ccccc1NS(=O)(=O)c1ccc(Br)cc1 | ? | 4 | 16 | -3 | 99 | 1.9 | -6 | -2 | -2 | 11 | -7
C=CCSc1nc2ccccc2c(=O)n1Cc1ccccc1 | 104 | 1 | 15 | -4 | 99 | -0.2 | -3 | 0 | -2 | 9 | -1
COc1ccc(N=c2scc(-c3ccc(OC)cc3)n2CCO)cc1 | 103 | 2 | 12 | -19 | 102 | 0.7 | 2 | -5 | -5 | 23 | -2

3 structures out of the list, arranged by formula weight, largest number first.
SMILES | RGS7-Gao reg | ABCG2 block | GSH bead fluor | Bim-Bcl-B | RGS4-Gao reg | ABCB1 inh | Bfl-1 Bim block | Bcl-XL Bim block | Bim-Bcl-W | Avidin fluor | Bcl-2 Bim block
O=C(NCCCN1CCOCC1)c1ccccc1NS(=O)(=O)c1ccc(Br)cc1 | ? | 4 | 16 | -3 | 99 | 1.9 | -6 | -2 | -2 | 11 | -7
COc1ccc(OC)c2c(N3CC(C)OC(C)C3)cc(C(F)(F)F)nc12 (stereo unspecified) | 97 | 4 | 9 | 0 | 100 | 0.4 | -4 | -2 | -2 | 21 | 2
C=CCn1c(O)c(N=Nc2ccccc2C)c2ccccc21 | 115 | 0 | 12 | -9 | 122 | 0.1 | -1 | -5 | -1 | 12 | 0

Following part:
SMILES | RGS7-Gao reg | ABCG2 block | GSH bead fluor | Bim-Bcl-B | RGS4-Gao reg | ABCB1 inh | Bfl-1 Bim block | Bcl-XL Bim block | Bim-Bcl-W | Avidin fluor | Bcl-2 Bim block
O=C(c1cc2ncc(CCCl)cn2n1)N1CCCCCC1 | 99 | 1 | 7 | -5 | 103 | -0.1 | -3 | -5 | -3 | 5 | -8
Cc1ccc(S(=O)(=O)NC(=O)NC(C)Cc2ccccc2)cc1 (stereo unspecified) | 93 | 3 | 61 | -1 | 94 | 0.8 | 0 | -3 | -1 | 21 | 3
c1ccc2[nH]c(SCC3CCCCO3)nc2c1 (stereo unspecified) | 99 | 0 | 16 | 0 | 100 | -0.2 | -4 | -2 | 0 | 9 | -3
Cc1ccc(C(=O)c2cnc3cc4c(cc3c2S(=O)(=O)c2ccccc2)OCCO4)cc1 | 96 | 0 | 18 | -14 | 97 | 0.7 | -11 | -6 | -6 | 15 | -7
NC(=O)C1(c2ccccc2)CCOCC1 | 105 | 0 | 30 | -3 | 105 | 0.0 | -4 | 0 | 0 | 6 | 0
Cc1ccsc1/C=N/Nc1ncc(Cl)cc1Cl | 99 | 4 | 71 | 0 | 98 | 1.2 | -6 | -4 | -2 | 9 | -2
CCCCOc1ccc(Br)cc1CSC(=N)N | 109 | 7 | 22 | 0 | 110 | 1.3 | -1 | -6 | -2 | 15 | -2
O=C(C1CC1)N(Cc1ccco1)c1nc(-c2ccccc2)cs1 | 95 | 5 | 28 | -7 | 103 | 0.2 | -12 | -5 | -1 | 17 | -9
O=C(Nc1ccc2c(c1)OCO2)N1CCOCC1 | 99 | 1 | 33 | 2 | 98 | 1.0 | -2 | -5 | -3 | 11 | -2
CCn1c(COc2ccc(OC)cc2)nc2ccccc21 | 92 | 4 | 10 | -1 | 93 | 0.8 | -1 | 1 | 0 | 15 | -2
O=C(NCc1ccccc1Cl)c1cnn2cccnc12 | 102 | 3 | 12 | -1 | 104 | 0.3 | -1 | 1 | -3 | 28 | -1
O=C(Nc1ccccc1C(=O)OCn1nnc2ccccc2c1=O)c1ccco1 | 100 | 0 | 25 | -2 | 101 | 0.4 | 0 | 2 | 1 | 33 | 2
COc1cc(-c2nnc3sc(Cc4ccccc4)nn23)cc(OC)c1OC | 99 | 18 | 28 | 5 | 99 | 1.1 | 7 | 8 | 6 | 8 | 5
Cc1ccc2nc(SC(C)C(=O)N3CCOCC3)[nH]c2c1 (stereo unspecified) | 98 | 9 | 11 | 0 | 102 | 1.3 | -3 | -1 | 0 | 10 | -2
COc1cccc(C(=O)NNC(=S)NC2CCCCC2)c1 | 109 | 2 | 6 | -21 | 104 | 0.3 | 3 | 0 | 1 | 3 | 4
CCN(CC)CCCN1C(=O)C(O)=C(C(C)=O)C1c1cccc(OC)c1 (stereo unspecified) | 97 | 4 | 30 | 5 | 94 | 0.3 | 6 | 0 | 3 | 5 | 5
CC1(C)CC(=O)C/C(=N\NC(=O)C2CC2c2ccccc2)C1 (stereo unspecified) | 94 | 1 | 24 | -2 | 98 | 0.2 | -1 | -2 | 1 | 9 | -1
COc1cccc(Nc2nc(-c3sc(NC(=O)CC(C)C)nc3C)cs2)c1 | 101 | 1 | 23 | -1 | 102 | 0.2 | -3 | 7 | 2 | 28 | -1
Oc1c(C=Nc2cccc3cccnc23)sc2ccccc12 | 100 | 16 | 29 | -28 | 101 | 11 | -3 | -9 | -13 | 31 | -8
CCCC(=O)C1=C(O)C(C(=O)OC)C(C)(C)CC1=N (stereo unspecified) | 87 | 4 | 33 | -5 | 95 | 0.6 | -8 | -4 | 0 | 5 | -3
NNC(=O)c1ccc(COc2cccc3ccccc23)cc1 | 101 | -5 | 18 | 0 | 100 | -0.8 | 8 | -7 | -5 | 7 | 0
CCCCC(SCC(=O)Nc1ccccc1)C(=O)O (stereo unspecified) | 103 | 0 | 28 | -4 | 102 | 0.1 | -11 | -6 | -3 | 8 | -1
NC(=O)C1(N2CCCCC2)CCN(C(=S)Nc2ccc(F)c(Cl)c2)CC1 | 104 | 2 | 19 | -17 | 98 | -0.1 | -4 | -3 | 0 | 6 | -3
N#Cc1cc(-c2ccccc2)nnc1Oc1ccccc1 | 99 | 5 | 16 | 0 | 96 | 1.0 | -1 | -3 | -3 | 36 | 0

Records above that bear a hit mark in Avidin fluor:
mol	RGS7-Gao reg	GSH bead fluor	Bim-Bcl-B	RGS4-Gao reg	Bfl-1 Bim block	Bcl-XL Bim block	Bim-Bcl-W	Avidin fluor	Bcl-2 Bim block
CC(C(=O)N1c2ccc(F)cc2CCC1C)N1C(=O)c2ccccc2C1=O (stereo unspecified)	97	17	-2	95	-1	-1	0	48*	-1

Fetched by structure from the list above:
SMILES | RGS7-Gao reg | ABCG2 block | GSH bead fluor | Bim-Bcl-B | RGS4-Gao reg | ABCB1 inh | Bfl-1 Bim block | Bcl-XL Bim block | Bim-Bcl-W | Avidin fluor | Bcl-2 Bim block
COc1cccc(Nc2nc(-c3sc(NC(=O)CC(C)C)nc3C)cs2)c1 | 101 | 1 | 23 | -1 | 102 | 0.2 | -3 | 7 | 2 | 28 | -1
NC(=O)C1(N2CCCCC2)CCN(C(=S)Nc2ccc(F)c(Cl)c2)CC1 | 104 | 2 | 19 | -17 | 98 | -0.1 | -4 | -3 | 0 | 6 | -3

More records follow.
SMILES | RGS7-Gao reg | ABCG2 block | GSH bead fluor | Bim-Bcl-B | RGS4-Gao reg | ABCB1 inh | Bfl-1 Bim block | Bcl-XL Bim block | Bim-Bcl-W | Avidin fluor | Bcl-2 Bim block
O=C(CN1C(=O)/C(=C2\SC(=S)N(C3CCS(=O)(=O)C3)C2=O)c2ccccc21)Nc1ccccc1 (stereo unspecified) | 98 | -7 | 10 | -10 | 95 | -1.3 | -3 | -3 | -2 | 22 | 0
Cc1cc(NC(=O)CN2C(=O)NC(C)(c3ccc(Cl)cc3)C2=O)no1 (stereo unspecified) | 89 | -1 | 13 | -1 | 95 | 0.0 | -1 | 0 | 0 | 10 | 0
COc1ccc(CN2C(=O)NC3(CCCC3)C2=O)cc1F | 101 | 0 | 69 | 0 | 106 | 0.2 | 0 | -1 | -4 | 12 | 2
CNC(=S)NC12CC3CC(CC(C3)C1)C2 | 103 | 1 | 12 | -1 | 103 | -0.7 | 0 | -4 | 1 | 20 | -3
COC(=O)C1=NN(C(=O)c2ccc(Br)cc2)C(O)(C(C)(C)C)C1 (stereo unspecified) | ? | 4 | 13 | -8 | 105 | -0.6 | -9 | -8 | -4 | 13 | -3
COc1cc(C)ccc1OCCOc1c(C)cc(Cl)cc1Cl | 107 | 6 | 11 | -9 | 110 | 0.3 | -14 | -4 | -2 | 16 | -10
COc1ccc(CCNC(=O)CCN2C(=O)COc3ccc(C)cc32)cc1OC | 98 | 62 | 37 | -7 | 95 | 2.1 | -16 | -10 | 0 | 9 | -11
O=C(O)C1Cc2ccccc2CN1C(=O)c1ccccc1Cl (stereo unspecified) | 102 | 7 | 11 | 3 | 99 | 0.2 | -1 | -2 | 0 | 9 | 0
COc1cc(C2C(C(=O)c3cccs3)=C(O)C(=O)N2c2cc(C)on2)ccc1O (stereo unspecified) | 116 | -2 | 33 | -8 | 110 | 0.0 | -9 | -13 | -2 | 28 | -7
O=C(O)c1cccc(S(=O)(=O)Nc2ccc(O)cc2Sc2nc3ccccc3s2)c1 | 98 | -14 | 8 | -5 | 98 | -1.7 | 7 | -4 | -2 | 14 | -1
CCOc1ccccc1NC(=O)CN(c1ccc(OC)cc1OC)S(=O)(=O)c1ccccc1[N+](=O)[O-] | 103 | 6 | 10 | -4 | 102 | 0.6 | -1 | -1 | 1 | 20 | 3
Brc1ccccc1Cn1c(-c2cscn2)nc2ccccc21 | 98 | 6 | 47 | -4 | 98 | 1.2 | -10 | -7 | 2 | 4 | -7

Only Bfl-1 Bim block and Bim-Bcl-B, for some of the entries so far:
SMILES,Bfl-1 Bim block,Bim-Bcl-B
CCN(CC)CCCN1C(=O)C(O)=C(C(C)=O)C1c1cccc(OC)c1 (stereo unspecified),6,5
Cc1ccsc1C1C=C(c2cccc(Br)c2)Nc2ncnn21 (stereo unspecified),7,-2

Screens (PubChem)
